TbREL1 primary: TbREL1 inhibition, primary screen | AID 1117264 | TbREL1 RNA ligation, FRET fluorescence | actives 0.49% (n = 89,000) | inhibition, % at 9.66 µM | P86926;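 active = inhibition above the mean inhibition across all screened compounds plus 3 SD, cut at about 11% in these data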;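 also: 0% = plate median of test wells and 100% = NSC42067 control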
Target sequence (P86926 whole entry, looked up): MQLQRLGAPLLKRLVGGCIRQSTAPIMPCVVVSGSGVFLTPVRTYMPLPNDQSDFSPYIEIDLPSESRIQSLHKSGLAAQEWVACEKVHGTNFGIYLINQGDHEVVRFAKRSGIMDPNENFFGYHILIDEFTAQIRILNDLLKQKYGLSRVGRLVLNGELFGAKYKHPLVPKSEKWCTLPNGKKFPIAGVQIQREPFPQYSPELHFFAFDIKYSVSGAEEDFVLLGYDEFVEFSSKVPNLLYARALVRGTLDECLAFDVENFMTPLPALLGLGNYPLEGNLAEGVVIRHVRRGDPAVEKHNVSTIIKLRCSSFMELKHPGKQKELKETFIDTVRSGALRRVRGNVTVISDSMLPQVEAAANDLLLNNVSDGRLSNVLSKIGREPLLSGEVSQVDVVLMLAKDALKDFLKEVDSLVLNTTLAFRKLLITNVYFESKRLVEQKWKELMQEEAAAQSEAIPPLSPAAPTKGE
An asterisk follows results filed as active.

SMILES	TbREL1 primary
Cc1ccc(CSCC(=O)Nc2cc(S(=O)(=O)N3CCOCC3)ccc2OCC(F)(F)F)cc1	-2
O=C(c1ccccc1)c1c[nH]c(C(=O)NCCCn2ccnc2)c1	7
CCN(Cc1ccccc1)C(=O)C1CCN(C(=O)Nc2ccccc2)CC1	0
Cc1noc(C)c1NC(=O)N(C)C[C@H]1Oc2ccc(NC(=O)CCC(F)(F)F)cc2C(=O)N([C@H](C)CO)C[C@@H]1C	2
Cc1cc(OC(=O)c2ccccc2Cl)ccc1N1C(=O)CCC1=O	5
Cc1ccc(C)c(NC(=O)c2ccc(OC(=O)c3ccco3)cc2)c1	0
NC(=O)CSc1ccc(S(=O)(=O)N2CCOCC2)cn1	0
C=CCn1c(O)c(N=NC(=O)CNC(=O)/C=C/c2ccc(OC)cc2)c2ccccc21	-2
O=C(CSc1ncn[nH]1)NCc1ccccc1	1
O=C(C1=COCCO1)N(Cc1nnc(-c2ccccc2Cl)o1)C1CC1	-2
CCOc1ccc(C=NNC(=O)c2cc(-c3ccc(Cl)cc3)n[nH]2)cc1	4
CCOC(=O)C(NC(=O)OC(C)C)(Nc1nccs1)C(F)(F)F (stereo not given)	-4
Cc1ccccc1NC(=O)CSc1nnc(Cc2ccccc2)o1	-3
C/C(CCc1oc2ccc(Cl)cc2c1-c1ccc(C)o1)=N\O	4
CCCC/C=C1/C(c2ccccc2)N(Cc2ccc(OC)cc2OC)C2=NC(c3ccccc3)CC(=O)N21 (stereo not given)	-1
COc1ccc(-c2oc3ncnc(N)c3c2-c2ccccc2)cc1	4
O=C(COC(=O)Cn1cnc2ccccc21)Nc1ccc2c(c1)OCCO2	1
CCOC(=O)Cn1c(C)cc(COC)c(C#N)c1=O	-4
CN1C(=O)C(CC(=O)NCC2CCCCC2)SC1=Nc1ccccc1 (stereo not given)	-1
Cc1ccc(S(=O)(=O)N(C)CC(=O)N2CCOCC2)cc1	-3
Nc1nnc(CC(=O)N/N=C/c2cccc([N+](=O)[O-])c2)s1	-1
COc1ccc(C(=O)N2CCCCC2c2cc(C(=O)NCc3cccnc3)no2)cc1 (stereo not given)	6
CN1CCC(N2CCN(C3CN(Cc4ccccc4)S(=O)(=O)C3)CC2)CC1 (stereo not given)	1
CCC(=O)NC(c1ccco1)c1cc(Cl)c2ccccc2c1O (stereo not given)	-2
Cc1ccc(-c2onc3ccc(C4(C)OCCO4)cc23)cc1	2
O=C(CSc1nc(-c2ccccc2)c(-c2ccccc2)[nH]1)NCc1ccco1	-3
NC(=O)COc1ccc(/C=N/NS(=O)(=O)c2ccccc2)cc1	3
CCOc1ccc(CN(C)C(=O)c2ccc(NS(=O)(=O)c3ccc4[nH]c(=O)[nH]c4c3)cc2)cc1	1
CCOC(=O)C1CCCN(C(=O)c2cncc(Br)c2)C1 (stereo not given)	-5
COC(=O)C1CCN(C(=O)c2ccc(Cl)c(S(=O)(=O)NCc3ccco3)c2)CC1	-1
O=C(CSc1n[nH]c(=O)[nH]c1=O)Nc1ccccc1C(=O)c1ccccc1	-1
COc1ccc(/C=C2\SC(=S)N(NC(=O)c3csc4c3CCCC4)C2=O)cc1	2
CCCOc1ccc(C(=O)N(Cc2cccs2)C2CCS(=O)(=O)C2)cc1 (stereo not given)	1
CS(=O)(=O)Nc1ccc(C(=O)Nc2ccccc2C(=O)NCc2ccco2)cc1	4
CC1(C)CC(=O)C(C2=NC3(CCCCCC3)Cc3ccccc32)=C(O)C1	0
O=C(NC1CC1)c1ccc(N2CCCCC2)c([N+](=O)[O-])c1	2
C=CCn1c(SCC(=O)Nc2ccccc2F)nc2ccccc2c1=O	-1
COc1ccc(-c2cc(C(F)(F)F)nc(SCC(=O)Nc3ccc4c(c3)OCO4)n2)cc1OC	-2
CCCCN(CC)S(=O)(=O)c1ccc2c(c1)n(C)c(=O)c(=O)n2C	1
CC(=O)Nc1ccc(SCc2csc(C)n2)cc1	0

Part of the list above, set out differently:
CCCOc1ccc(C(=O)N(Cc2cccs2)C2CCS(=O)(=O)C2)cc1 (stereo not given)
  TbREL1 primary: 1
O=C(NC1CC1)c1ccc(N2CCCCC2)c([N+](=O)[O-])c1
  TbREL1 primary: 2
O=C(CSc1nc(-c2ccccc2)c(-c2ccccc2)[nH]1)NCc1ccco1
  TbREL1 primary: -3
O=C(CSc1n[nH]c(=O)[nH]c1=O)Nc1ccccc1C(=O)c1ccccc1
  TbREL1 primary: -1

(listing goes on)
SMILES	TbREL1 primary
CC1(c2nc3ccccc3[nH]2)c2ccccc2C(=O)N1C1CC1 (stereo not given)	0
N#C/C(=C\c1ccccc1C(F)(F)F)C(=O)Nc1ccccc1F	7
CCn1c(SCC(=O)N2CCCC2=O)nnc1-c1cccs1	0
COc1cc2ccccc2cc1C(=O)OCc1nc2ccsc2c(=O)[nH]1	6
C[C@H]1[C@@H](OC(=O)Nc2ccccc2C(F)(F)F)CC[C@@]23CCCN2C(=O)CCC[C@@H]13	-4
CCCN(CC(=O)Nc1ccccc1C)C(=O)c1ccc2ccccc2n1	8
Cc1ccc(CN2CCN(/N=C/C=C/c3ccccc3[N+](=O)[O-])CC2)cc1	-3
COc1ccc(/C=N/Nc2nc(-c3cccc(S(=O)(=O)N4CCCC4)c3)cs2)cc1OC	1
CN1CCN(C2CCN(S(=O)(=O)c3ccc(C(C)(C)C)cc3)CC2)CC1	2
CC(=O)n1cc(N(C(=O)CCl)c2ccc(C)cc2)c2ccccc21	1
CCC(C)(C)C1CCc2[nH]nc(C(=O)NCc3ccc(OC)cc3)c2C1 (stereo not given)	1
COCCCNC(=O)CN(c1cccc(Cl)c1)S(C)(=O)=O	2
COc1ccc(C(=O)NCCN2CCOCC2)cc1S(=O)(=O)Nc1ccc(C)cc1	5
O=C(COC(=O)C1CCCCC1)Nc1ccc(S(=O)(=O)N2CCOCC2)cc1	-2
Cn1cccc1/C=N/NC(=O)c1ccncc1	0
CCCn1nc(C(=O)NNC(=O)c2ccc(C)c(C)c2)c2ccccc2c1=O	-2
CN1CCCC(OC(=O)c2cccc(S(=O)(=O)N3CCCCCC3)c2)C1 (stereo not given)	0
O=C(N/N=C/c1ccc([N+](=O)[O-])cc1)c1ccc2nc[nH]c2c1	-1
COc1cc(CNc2ccc(CNc3ncn[nH]3)cc2)ccc1OCC(=O)NC(C)(C)C	-6
Cc1ccc(S(=O)(=O)N2CCN(Cc3cccnc3)CC2)cc1	-1
COc1ccc(CCNC(=O)c2cc3ccccn3n2)cc1	1
C(C#CCCCCCCCCC[n+]1ccccc1)#CCCCCCCCCC[n+]1ccccc1	11*
N#CC1(NC(=O)COC(=O)CNC(=O)c2sc3ccccc3c2Cl)CCCCC1	-2
O=C(Nc1ccc(Cl)cc1)c1csc(-c2ccccc2)n1	5
Cc1ccc(CN(C)C(=O)CCc2c[nH]c3ccccc23)o1	-8
O=C(Nc1c(C(=O)N2CCC(N3CCCCC3)CC2)oc2ccccc12)c1c(F)cccc1F	-2
O=C(OC1CCCCC1)c1ccc(NC(=O)C2CCCCC2)cc1	9
NC(=O)c1ccc(-c2c(-c3ccccc3)sc3ccccc23)cc1	6
C[C@@]12C(=O)N(CCc3c[nH]c4ccccc34)CC(=O)N1[C@H]1c3ccccc3OC[C@@H]1[C@@H]2c1ccccc1	4
C[C@H]1COc2cc(N(C)CCO)ccc2S(=O)(=O)N1	-1
CCOC(=O)C1CCN(Cc2nc3ccccc3c(=O)n2-c2ccc(OCC)cc2)CC1	-3
Cc1ccc(C(=O)CSc2nnc(-c3ccco3)n2CC2CCCO2)cc1 (stereo not given)	2
O=C(Nc1ccc(OC(F)(F)F)cc1)Nc1c(-c2ccccc2)nc2ncccn12	3
CCN(C(=O)CSc1nc2ccc([N+](=O)[O-])cc2s1)c1c(N)n(Cc2ccccc2)c(=O)[nH]c1=O	-4
O=C(NCC1CC1)c1ccc2c(c1)S(=O)(=O)c1cc(Cl)ccc1C2=O	-1
Clc1ccc(-c2nnc(CSc3nnc(-c4cccs4)o3)o2)cc1	7
CCOC(=O)c1c(S(=O)(=O)NCCc2ccco2)c(C)n(C)c1C	5
CC(=O)c1sc(N)c(C(=O)OC(C)C)c1C	0
COc1cc(OC)c(OC)cc1/C=C1\CC(C)C/C(=C\c2cc(OC)c(OC)cc2OC)C1=O (stereo not given)	1
COc1cc(C(C(=O)NC(C)(C)C)N(C(=O)CNC(=O)c2cccs2)c2ccc(C(C)C)cc2)cc(OC)c1OC (stereo not given)	-1

In the list so far, 7 contain a CF3 group.
SMILES	TbREL1 primary
Cc1ccc(CSCC(=O)Nc2cc(S(=O)(=O)N3CCOCC3)ccc2OCC(F)(F)F)cc1	-2
Cc1noc(C)c1NC(=O)N(C)C[C@H]1Oc2ccc(NC(=O)CCC(F)(F)F)cc2C(=O)N([C@H](C)CO)C[C@@H]1C	2
CCOC(=O)C(NC(=O)OC(C)C)(Nc1nccs1)C(F)(F)F (stereo not given)	-4
COc1ccc(-c2cc(C(F)(F)F)nc(SCC(=O)Nc3ccc4c(c3)OCO4)n2)cc1OC	-2
N#C/C(=C\c1ccccc1C(F)(F)F)C(=O)Nc1ccccc1F	7
C[C@H]1[C@@H](OC(=O)Nc2ccccc2C(F)(F)F)CC[C@@]23CCCN2C(=O)CCC[C@@H]13	-4
O=C(Nc1ccc(OC(F)(F)F)cc1)Nc1c(-c2ccccc2)nc2ncccn12	3

Other structures
SMILES	TbREL1 primary
C=CCN(C(=O)CNS(=O)(=O)c1ccccc1)C(C(=O)NCCOC)c1ccncc1 (stereo not given)	-2
COc1ccc(S(=O)(=O)CC(O)CN2CCCC2=O)cc1 (stereo not given)	0
Cc1sc(NC(=O)CSc2nnnn2C(C)C)c(C#N)c1C	-7
Cc1ccc(S(=O)(=O)N2CCC(C(=O)OCCOc3cccc(C)c3)CC2)cc1	-1
Clc1cccc(/C=N/Nc2nc(Cl)nc3ccccc23)c1	0
C=CCN1C(=O)c2ccc(C(=O)OCC(=O)Nc3ccccc3OC)cc2C1=O	4
CCCCOCCCNC(=O)C[C@@H]1C[C@@]2(C(=O)OCC)CCCC=C2N(CCC2=CCCCC2)C1=O	-1
O=C(CSc1nnc(-c2cnccn2)n1-c1ccccc1)c1ccccc1Br	2
CCCCCCC[C@H](N)[C@H](O)C(=O)N(C)[C@@H](CCS(C)=O)C(=O)N[C@@H](Cc1ccc(O)cc1)C(=O)N[C@@H](Cc1ccc(O)cc1)C(=O)O (stereo not given in full)	-1
COc1ccc2cc(CN(Cc3cccs3)Cc3nnnn3Cc3ccccc3)c(=O)[nH]c2c1	0
CCNC(=O)NC(=O)C(C)N1C(=O)NC(c2ccccc2)(c2ccccc2)C1=O (stereo not given)	0
O=C(N/N=C/C1CC2CCC1C2)c1ccc2c(c1)OCO2 (stereo not given)	2
CC(C)c1ccc(NC(=O)COC(=O)C2CCCCC2)cc1	1
Cc1nnc(NCc2ccco2)c2ccccc12	1
Cc1ccc(/C=C2/SC(=S)N(CCC(=O)NCCCN3CCOCC3)C2=O)cc1	-4
CN1C(=O)c2ccc(C(=O)NC3CCCCC3)cc2C1=O	5
c1cc(-c2cn(C[C@H]3CC[C@@H]([C@@H]4CC[C@H](Cn5cc(-c6ccsc6)nn5)O4)O3)nn2)cs1	0
Cc1ccc(NC(=O)CCN2C(=O)NC3(CCCC3)C2=O)c(C)c1	7
Cn1c(=O)c2c(=O)cc(NNC(=O)C(C)(C)C)[nH]c2n(C)c1=O	2
Cc1ccc(OCCOCCNC(C)(C)C)c([N+](=O)[O-])c1	5
O=C(CCc1nnc(COc2ccccc2)o1)NC1(c2ccccc2)CC1	-3
O=C(Nc1ccc(Br)c(Br)c1)C1CCCO1 (stereo not given)	0
O=C(C1CCC1)N1CCc2cc(S(=O)(=O)NCc3ccco3)ccc21	4
CC1CCCCN1C(=O)CSc1nc2cc3c(cc2c(=O)n1Cc1ccc2c(c1)OCO2)OCO3 (stereo not given)	-3
CC[C@H](C)[C@H]1CNC(=S)N1CC1CCN(CC2CCC(C)CC2)CC1 (stereo not given in full)	-7
COc1ccc(C2/C=C\CN(C(=O)OCC3c4ccccc4-c4ccccc43)CC(=O)N2Cc2cccc(F)c2)cc1 (stereo not given)	4
Cc1nnc(SCC(=O)NC(=O)NCc2ccco2)s1	1
Cc1ccc(-c2c3c(=O)n(C)c(=O)n(C)c3cn2-c2ccccc2O)cc1	-2
Cc1ccc(NC2c3ncccc3C(=O)N2C2CCCCC2)cc1 (stereo not given)	4
O=C(CNc1cc(S(=O)(=O)N2CCOCC2)ccc1N1CCCC1)Nc1ccc(Cl)cc1F	-7
Cc1cc2oc(=O)cc(-c3ccccc3)c2c(C)c1-c1ccc(CO)cc1	4
CCOC(=O)[C@@]12CCC3=C1N(CCC3)C(=O)[C@H](CC(=O)NCc1cccc(C(F)(F)F)c1)C2	-1
O=C1NC(Cc2ccc(O)cc2)c2nc3ccccc3c(=O)n2-c2ccccc21 (stereo not given)	-4
CCc1nc(=O)c(-c2ccccc2)c(C)n1-c1ccccc1	-1
CCOC(=O)Cc1csc(NC(NC(=O)OCC)(C(F)(F)F)C(F)(F)F)n1	0
O=C(Cn1cncn1)N/N=C/c1c2ccccc2cc2ccccc12	7
COc1ccccc1N1CCN(C(=O)CN(c2ccc(C)c(C)c2)S(C)(=O)=O)CC1	-5
Cc1ccc(NCN2C(=O)C3C4C=CC(C4)C3C2=O)cc1 (stereo not given)	-1
CCC(CC)C(=O)OCC(=O)Nc1ccc(S(=O)(=O)N2CCOCC2)cc1OC	-3
CC1=NNC(=O)C1CC(=O)N/N=C/c1ccncc1 (stereo not given)	4
CCOC(=O)c1sc2nccc(N(C)C)c2c1N=CN(C)C	-2
O=C(CCCn1c(=O)c2sccc2n(Cc2cc(=O)n3ccccc3n2)c1=O)NCc1ccco1	-1
CCOC(=O)/C(=C/c1c[nH]c2ccccc12)NC(C)=O	1
c1ccc(-c2cc(-c3ccc(N4CCOCC4)cc3)nc3ccccc23)cc1	5
CCOC(=O)c1sc(=S)n(C)c1NC(=O)c1ccc(F)cc1	-1
CCOC(=O)C1=C(c2ccccc2)c2ccccc2OC1C(=O)OCC (stereo not given)	5
CC(=O)c1ccc(OCCCC(=O)OCC(=O)N2CCN(S(=O)(=O)c3ccc(C)cc3C)CC2)cc1	1
CN1CCN(C(=O)c2ccc(CN(c3ccccc3)S(=O)(=O)c3ccccc3)cc2)CC1	-2

From PubChem

Not all compounds are listed. The share of hits here may be higher or lower than overall.
